Screening data (PubChem BioAssay)
TRPML3 ag: activates the human TRPML3 channel | AID 1448 | Q8TDD5 | 220,000 compounds, 0.29% hits | activation, % at 3 µM | HEK293 TRPML3-YFP, Fluo-8 calcium fluorescence; 100% = the carbachol control signal;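 active = activation above its plate's cutoff, the mean activation of the plate's test wells plus 3 SD, cut at about 12% in these data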;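 note: 0% = DMSO only wells and 100% = carbachol wells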
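Material: TRPML3-YFP stable HEK293 cells | Dosing: One concentration, 3 µM nominal, 0.3% DMSO | Timing: 125 s total fluorescence read per well | Technique: Fluo-8 calcium dye fluorescence, ex 470-495, em 515-575 nm | Measure: Percent activation from peak-to-basal fluorescence ratio, scaled between DMSO and carbachol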
CHOP inhibitor: blocks CHOP induction under ER stress | CHO-K1 CHOP-promoter luciferase, tunicamycin-induced, 15-18 h | inhibition, % at 10 µM | 220,000 compounds, 3.8% hits | AID 2732;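 active = compounds that reduced the stress-induced luciferase reporter signal by more than about 70% of percent inhibition, limit read from the data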;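 note: 0% = tunicamycin plus vehicle and 100% = wells without tunicamycin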
PGE2 EP2 inh: inhibitors of human EP2 prostaglandin E2 receptor. P43116. C6 glioma cells expressing human EP2, cAMP TR-FRET; cells stimulated with saturating PGE2. inhibition, % at 25 µM. 260,000 compounds, 0.52% hits. AID 1422;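 active = percent inhibition above 40 after rounding to a whole number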;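 note: rat C6 glioma host cells with rolipram phosphodiesterase inhibitor present; the protocol text gives 20 µM as final concentration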
Target sequence (P43116 whole entry, looked up): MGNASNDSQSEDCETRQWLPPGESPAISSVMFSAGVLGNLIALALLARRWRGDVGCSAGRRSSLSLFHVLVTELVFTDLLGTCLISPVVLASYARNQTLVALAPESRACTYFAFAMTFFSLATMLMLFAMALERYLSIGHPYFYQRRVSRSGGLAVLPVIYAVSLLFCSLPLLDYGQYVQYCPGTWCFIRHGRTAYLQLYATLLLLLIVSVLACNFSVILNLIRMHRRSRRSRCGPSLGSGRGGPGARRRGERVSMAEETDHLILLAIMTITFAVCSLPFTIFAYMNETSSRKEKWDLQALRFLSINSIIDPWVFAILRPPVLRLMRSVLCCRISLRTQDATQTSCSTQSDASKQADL
14-3-3 Bad inh: disrupts binding of bovine 14-3-3 zeta to phospho-Bad peptide | AID 781 | P63103 | inhibition, % at 21.7 µM | 220,000 compounds, 0.71% hits | TR-FRET 14-3-3zeta/Dy647-pBad peptide displacement, 1 h;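 active = inhibition above about 70%, limit read from the data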;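 note: 0% = full 14-3-3 plus peptide FRET controls and 100% = background without 14-3-3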
Target sequence (P63103 whole entry, looked up): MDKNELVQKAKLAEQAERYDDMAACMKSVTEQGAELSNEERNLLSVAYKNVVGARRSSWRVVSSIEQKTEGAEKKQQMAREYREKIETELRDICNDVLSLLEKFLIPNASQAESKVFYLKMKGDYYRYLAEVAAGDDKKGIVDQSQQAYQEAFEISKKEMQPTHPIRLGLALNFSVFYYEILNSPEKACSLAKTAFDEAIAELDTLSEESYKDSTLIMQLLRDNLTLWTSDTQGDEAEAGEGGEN
TRPN1 ag: zebrafish TRPN1 (NompC) channel agonism; HEK293 zebrafish TRPN1-YFP, Fluo-8 calcium fluorescence; 100% = response to 87 µM carbachol; activation, % at 3 µM; 220,000 compounds, 0.18% hits;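 active = activation above its plate's cutoff, the mean activation of test wells on that plate plus 3 SD, cut at about 19% in these data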;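 note: 0% = DMSO alone and 100% = 87 µM carbachol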
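Assay system: Zebrafish TRPN1-YFP in HEK293 cells | Incubation: Dye loading 1 h at 37 °C, then 30 min room temperature | Measured by: Kinetic Fluo-8 fluorescence, ex 470-495, em 515-575 nm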
EP2 mod: modulators of human EP2 prostaglandin E2 receptor | P43116 | EP2-expressing cells, cAMP HTRF FRET, PGE2 co-stimulation | induction, % at 25 µM | 260,000 compounds, 0.83% hits | AID 940;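 active = compounds whose cAMP rise, as percent of the full-agonist control response, exceeds 60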;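 note: rat C6 glioma line stably carrying human EP2 under a CMV promoter; the protocol text gives 20 µM as final concentration; 100% = response of wells given 1 µM PGE2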
NPY1 pot ag: potentiates or activates human NPY-Y1 receptor. P25929. NPY-Y1 expressing cells, potentiator/agonist activation. activation, % at 3.6 µM. 220,000 compounds, 0.37% hits; in the data active = activation above about 33%, passing the limit was not always enough;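 note: cells stimulated with NPY at EC10 then isoproterenol at EC100; 0% = low agonist plus stimulus and 100% = saturating agonist plus stimulus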
Target sequence (P25929 whole entry, looked up): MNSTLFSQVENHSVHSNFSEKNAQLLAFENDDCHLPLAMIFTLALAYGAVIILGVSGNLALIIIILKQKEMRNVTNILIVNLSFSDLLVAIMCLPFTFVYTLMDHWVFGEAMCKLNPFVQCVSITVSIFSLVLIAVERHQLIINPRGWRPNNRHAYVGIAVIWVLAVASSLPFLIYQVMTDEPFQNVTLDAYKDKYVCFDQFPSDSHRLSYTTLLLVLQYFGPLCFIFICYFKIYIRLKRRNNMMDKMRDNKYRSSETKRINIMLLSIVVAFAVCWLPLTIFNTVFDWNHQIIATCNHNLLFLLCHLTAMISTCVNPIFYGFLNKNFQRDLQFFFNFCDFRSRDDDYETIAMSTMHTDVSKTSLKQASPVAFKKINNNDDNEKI
NPY Y1 blocker: antagonists of human neuropeptide Y receptor Y1; P25929; HEK293-CNG Y1 cells, membrane potential fluorescence; NPY at EC95, then isoproterenol; inhibition, % at 3.6 µM; 200,000 compounds, 1% hits; AID 1040;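 active = inhibition above the campaign mean inhibition of all tested compounds plus 3 SD, cut at about 20% in these data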;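 note: 0% = DMSO wells given NPY plus isoproterenol and 100% = isoproterenol alone without NPY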
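Assay system: HEK293 Y1/CNG channel cell line; Doses: single compound dose of 3.6 µM, 0.4% DMSO; Timing: dye 3 h, compound 60 min room temperature, stimulation 45 min; Technique: Membrane-potential fluorescent dye readout; Measure: % inhibition of NPY effect.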
PPC-1+TRAIL kill: PPC-1 cancer cell killing with TRAIL present. PPC-1 cells + TRAIL, ATPLite viability luminescence. cell killing (% activity), % at 4 µM. 220,000 compounds, 0.41% hits. AID 1443;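 active = cell killing above 50% in the first pass at 4 µM, then a duplicate retest at 5 µM averaging 50% or more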;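 note: plate controls were cells with TRAIL plus DMSO for no effect and medium-only wells lacking cells for full effect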
The depositor's hits bear a star; . = no result given; [ ] = remark or other dose. Not all compounds are listed; the hit share may differ from the screen's.

A first look:
SMILES	TRPML3 ag	CHOP inhibitor	PGE2 EP2 inh	14-3-3 Bad inh	TRPN1 ag	EP2 mod	NPY1 pot ag	NPY Y1 blocker	PPC-1+TRAIL kill
CCOC(=O)C1=C2N(C)c3ccccc3N2CCC1=O	0.4	13	6	1	0.9	-10	-8	-3	3[5 µM]
CC(C)C[C@H](NC(=O)OC(C)(C)C)C(=O)N/N=C/c1ccc2nccnc2c1	-0.1	-2	1	1	0.6	-4	-1	-4	45

Results (from the top)
SMILES	TRPML3 ag	CHOP inhibitor	PGE2 EP2 inh	14-3-3 Bad inh	TRPN1 ag	EP2 mod	NPY1 pot ag	NPY Y1 blocker	PPC-1+TRAIL kill
CCOC(=O)C1=C2N(C)c3ccccc3N2CCC1=O	0.4	13	6	1	0.9	-10	-8	-3	3[5 µM]
CC(C)C[C@H](NC(=O)OC(C)(C)C)C(=O)N/N=C/c1ccc2nccnc2c1	-0.1	-2	1	1	0.6	-4	-1	-4	45
CC(C)Cn1c(SCc2nnc(-c3cccs3)o2)nc(O)cc1=O	0.7	-26	17	11[fluorescence artefact?]	1.4	-9	-5	4	0
COc1ccc(CCC(=O)O)cc1OC	0.9	8	7	-4	1.3	6	2	.	10
Cc1cc(C)n(-c2nc(NCCN(C)C)c3c4c(sc3n2)COC(C)(C)C4)n1	1.1	-16	13	-3	-0.4	-35	-55	.	9
O=C(CSc1nc2nc(-c3cccs3)cc(C(F)(F)F)c2c(=O)[nH]1)NCc1ccco1	0.1	-9	29	24	-0.8	45	5	-4	15
Cc1ccc(NC(=O)/C=C/c2ccco2)nc1	-0.2	-38	7	5	-0.2	10	-1	8	30
COc1cccc(Oc2c(C)oc3c(CN4CCCCC4)c(O)ccc3c2=O)c1	0.1	2	5	5	1.5	-8	20	.	-17
O=C(Cc1ncc(C(F)(F)F)cc1Cl)NCCc1ccccn1	0.3	32	8	-11	-0.6	16	-1	-2	-5
COCCNC(=O)C1CCN(C(=O)c2cc3sccc3n2Cc2ccc(F)cc2)CC1	2.0	27	8	-3	3.2	-31	6	-8	-6
O=[N+]([O-])c1ccc(-n2nnnc2CN2CCCCC2)cc1	0.1	6	4	11	0.0	-14	-3	-2	.
CCN(CC(=O)NCc1cccs1)c1ccc(S(=O)(=O)N2CCOCC2)cn1	1.2	-25	11	-2[fluorescence artefact?]	1.5	7	-9	15	6
CCCCN(Cc1cc2cc(OC)ccc2[nH]c1=O)C(=O)c1ccccn1	-0.4	-3	11	0	0.4	-8	-1	-2	5
CCc1[nH]c(=O)c(C#N)c2c1COC(C)(C)C2	-0.1	-21	5	2	-0.2	3	5	1	13
CNC(=S)N/N=C/c1cc(Br)cc(Br)c1O	0.6	-6	10	-5[fluorescence artefact?]	-0.9	-10	2	6	18
Fc1cccc(Cc2noc(CN3CCSCC3)n2)c1	0.9	20	4	0	0.2	-26	-16	1	11
Cc1cc(C(=O)CN2C(=O)NC3(CCCc4ccccc43)C2=O)c(C)n1C (configuration not stated)	0.5	14	15	-15[fluorescence artefact?]	0.2	16	-13	2	28
COc1ccc(S(=O)(=O)N(n2c(C)nnc2-n2nc(C)cc2C)S(=O)(=O)c2ccc(OC)cc2)cc1	0.3	52	9	26	1.6	21	-19	4	-9
Cn1cc(S(=O)(=O)N2CCN(c3ccc(F)cc3)CC2)c(=O)n(C)c1=O	-0.4	17	8	5	0.0	-9	4	-1	-10
COc1cccc(OCC(=O)NC2CCCCC2)c1	0.3	-2	4	5	-0.3	-25	13	8	6
COC(=O)c1ccc(-n2c(C)cc(C(=O)COC(=O)CC3Sc4ccccc4NC3=O)c2C)cc1 (configuration not stated)	0.3	30	3	-16	1.7	0	-14	-5	11
O=C1c2ccccc2C(=O)c2[nH]cnc21	-0.3	0	2	-1	0.7	-12	-2	.	31
CCN(CC)S(=O)(=O)c1cccc(C(=O)N[C@H](C(=O)NCc2ccc(Cl)cc2)C(C)C)c1	-0.2	46	9	-7[fluorescence artefact?]	-1.7	5	3	-3	-11
CCN(CCCNC(=O)CN(C)S(=O)(=O)c1ccc2c(c1)CCC(=O)N2)c1cccc(C)c1	0.1	-1	4	0	1.7	-35	9	-5	6
CCOc1cc2[nH]c(=O)n(CCC(=O)N3CCN(c4ccccc4OC)CC3)c(=O)c2cc1OCC	0.6	30	7	9	0.2	14	-3	-5	-1
C=CCc1cccc(CNc2c(C)cc(C)cc2C)c1O	0.3	-26	5	-1	0.8	38	7	-4	5
C/C(=N\N1CCN(Cc2ccc(Cl)cc2)CC1)c1ccc([N+](=O)[O-])cc1	1.1	59	4	-4	1.6	-23	26	.	8
c1ccc(CCn2nnnc2CN2CCc3ccccc32)cc1	-0.9	10	9	-10	0.3	-1	-19	5	7
CC1(C)Oc2ccc(C(=O)NC3CCCC3)cc2N(CC(=O)NC2CCCC2)C1=O	0.7	-24	14	3[fluorescence artefact?]	0.1	16	-6	12	6
O=C(CNS(=O)(=O)c1ccccc1)Nc1ccc2c(c1)OCO2	0.7	-16	2	-4	-0.8	-11	23	-5	0

Compound profiles (already shown). Order of values: TRPML3 ag	CHOP inhibitor	PGE2 EP2 inh	14-3-3 Bad inh	TRPN1 ag	EP2 mod	NPY1 pot ag	NPY Y1 blocker	PPC-1+TRAIL kill
Shown for O=[N+]([O-])c1ccc(-n2nnnc2CN2CCCCC2)cc1 : 0.1	6	4	11	0.0	-14	-3	-2	.
Shown for CC(C)C[C@H](NC(=O)OC(C)(C)C)C(=O)N/N=C/c1ccc2nccnc2c1 : -0.1	-2	1	1	0.6	-4	-1	-4	45
Shown for COc1cccc(OCC(=O)NC2CCCCC2)c1 : 0.3	-2	4	5	-0.3	-25	13	8	6

Carrying on.
SMILES	TRPML3 ag	CHOP inhibitor	PGE2 EP2 inh	14-3-3 Bad inh	TRPN1 ag	EP2 mod	NPY1 pot ag	NPY Y1 blocker	PPC-1+TRAIL kill
CCOc1ccccc1N(C(=O)c1ccco1)C(C(=O)NC1CCCC1)c1cccnc1 (configuration not stated)	-0.4	-3	7	0	-0.9	-5	-8	1	-10
CC(C)(CO)NCc1ccc(Br)cc1	1.1	-3	5	-7	-0.7	16	2	-2	-3
COc1ccc(/C=C/C(=O)CCC(=O)O)cc1	0.5	12	8	1	2.9	20	-18	-2	15
CCCCSC(=S)NC1CCS(=O)(=O)C1 (configuration not stated)	0.1	11	5	-2[fluorescence artefact?]	-0.9	13	-8	5	31
COc1ccc(OC)c(S(=O)(=O)n2nnc3ccccc32)c1	0.4	-2	3	-5	-0.2	10	-6	4	-1
Cc1ccc(C)[n+](CC(=O)N2CCCCC2)c1	0.7	-13	7	-8	-0.2	6	8	6	8
CCN(CC)CC(=O)c1ccc(-c2ccccc2)cc1	0.4	-23	4	38	1.1	-15	-33	12	22
Cn1c(=O)c2c(nc(Sc3ncnn3CC(=O)NC3CCCCC3)n2C)n(C)c1=O	1.0	20	10	-4	1.6	44	-6	.	6
C/C(=N\NC(=O)C1(C)NC(C)(C)Cc2ccccc21)c1ccccc1 (configuration not stated)	-0.3	-6	6	-3	1.1	-2	-3	0	-2
CCOc1ccc(C(CC(=O)O)NC(=O)c2ccco2)cc1 (configuration not stated)	0.1	1	7	-5[fluorescence artefact?]	0.5	20	1	5	10
CC(=O)c1ccc(NC(=O)C2CC(=O)Nc3nc4ccccc4n32)cc1 (configuration not stated)	1.2	-5	2	-5	1.6	1	47*	.	27
Clc1ccc(C2[C@H]3CN(Cc4ccc(-c5ccccc5)cc4)[C@H](c4ccccc4)C34CC2(c2ccccc2)C4)cn1 (some centres not stated)	.	5	14	-4	.	28	.	.	-1
Cc1nc2c(C)cccc2cc1C(=O)N/N=C/c1ccc(N(C)C)cc1	1.9	29	8	-15[fluorescence artefact?]	-0.5	-22	-1	10	-3
O=C(N/N=C/C1CC=CCC1)c1cc2ccccc2cc1O (configuration not stated)	0.1	-20	8	-14[fluorescence artefact?]	0.3	-38	3	5	30
COc1ccc(C(=O)OCC(=O)Nc2ccc(Cl)cn2)cc1	0.8	-10	7	-6	1.8	-24	-10	4	-2
CSCCC(C(=O)NC1=NCCS1)N1C(=O)c2ccccc2C1=O (configuration not stated)	0.9	-19	10	9[fluorescence artefact?]	0.1	-6	13	-1	16
CN1CC=C2C(C#N)=C(N)C(C#N)(C#N)[C@H](c3cccc(Cl)c3)C2C1 (some centres not stated)	1.2	20	14	-13	-0.3	-1	9	6	23
COc1ccc(CN2CN(C(C)C)CSC2=S)cc1	0.5	-29	6	-7[fluorescence artefact?]	-1.1	15	-16	1	-22
CC(C)(C)c1cc(C(=O)O)n(Cc2ccc(Cl)cc2Cl)n1	0.0	8	8	4	-1.9	-9	-18	.	12
Cc1cc(C)cc(NC(=O)COC(=O)CCc2ccc(S(=O)(=O)N3CCOCC3)cc2)c1	-0.4	-14	0	-4	-0.4	-34	-14	9	12
CNc1nc(Sc2ccc(C)cc2)cc(C(F)(F)F)n1	-0.4	19	7	6	0.0	49	-10	10	-7
CC(NS(=O)(=O)c1ccc2c(c1)OCCO2)c1ccccc1 (configuration not stated)	0.7	4	6	0	-0.9	-11	-1	-3	39
Cc1ccc(/C=N/NC(=O)CSc2nc3ccccc3s2)o1	-0.1	5	7	-17	0.9	-38	-28	6	19
CCOC(=O)c1sc(=S)n(-c2ccccc2)c1NC(C)=O	0.4	55	6	21	-1.3	60	1	.	-2
COc1ccc(-c2noc(-c3ccccc3C(=O)Nc3cccc(OC)c3)n2)cc1	-0.9	14	10	-9	0.2	28	-80	43*	2
COc1ccc(C2CC(=O)c3c([nH]c(C(=O)OC(C)C)c3C)C2)cc1OC (configuration not stated)	0.7	6	5	-8	0.2	-26	-7	-1	15
Cc1[nH]c(=O)[nH]c(=O)c1N1CCOCC1	0.8	17	9	-3	2.4	12	11	.	10
COC(=O)C1CCN(C(=O)Nc2ccccc2)CC1	0.9	13	6	-5	0.5	16	-1	-4	3
Cc1cccc(-c2cc3c(N=O)c4ccccc4c-3n[nH]2)c1	1.2	85*	5	-5	1.1	27	6	-1	41
O=C(NCC1COc2ccccc2O1)C1CCCN(S(=O)(=O)c2cccc3nsnc23)C1 (configuration not stated)	0.0	32	16	13	0.2	-14	28	2	4
COc1ccc(NC(=S)NNC(=O)C(C)n2nc(C)c([N+](=O)[O-])c2C)cc1 (configuration not stated)	0.8	30	4	-11	3.3	-3	1	4	10
N/C(=N\OC(=O)CCCOc1ccccc1)c1cccc([N+](=O)[O-])c1	0.8	7	3	-11	0.0	3	-29	17	-10
N#CC1=C(S)N=C(N)C(c2nc(-c3ccccc3)cs2)C12CCCC2 (configuration not stated)	0.1	24	10	-7	0.4	-11	14	2	7
Cc1ccc(Oc2ncccc2/C=N/O)cc1	-0.2	4	6	-15	1.0	24	-5	-1	2
O=C(/C=C/Nc1ccc(F)cc1Br)c1ccccc1	0.9	45	7	-4	0.6	-18	10	1	85*
CCN(CC)S(=O)(=O)c1ccc(C(=O)NC2=C(C(=O)OC)SCC2)cc1	3.8	44	8	-14	0.1	17	-3	8	26
